procasp3 activ: activators of human procaspase-3 D3A mutant, primary screen, biochemical, absorbance, PC-3 D3A mutant, single concentration; Caspase-3 (Homo sapiens), P42574; 330,000 tested, 0.11% active; recombinant procaspase-3 D3A, Ac-DEVD-pNA absorbance 405 nm; activation, % at 8.5 µM;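 active = activation above the mean of all tested compounds plus 3 SD, cut at about 21% in these data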;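 also: 0% = DMSO alone and 100% = DMSO wells spiked with extra 5 µM PC-3 D3A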
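Test system: Procaspase-3 D3A mutant, all three cleavage aspartates alanine | Dosing: Single dose, 8.5 µM nominal compound, 0.8% DMSO | Schedule: 1 h preincubation, 2 h reaction | Technique: 405 nm absorbance of p-nitroaniline, reads at 0 and 120 min | Repeats: One well per compound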
LAP4 TOR yeast: modulators of LAP4-GFP expression in yeast, primary screen, S. cerevisiae, multiplex flow cytometry, MLPCN library; 3 h; median GFP as percent of DMSO wells; GFP response vs DMSO, % at 10 µM; 320,000 tested, 0.34% active; AID 2023, 2009;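 active = GFP response vs DMSO above a set limit, about the screen mean plus 3 SD, cut at about 150% in these data; inconclusive = under 70 cell events counted for the yeast strain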
procasp7 counter: procaspase-7 activators, primary screen, counter-screen for procaspase-3 activator project, biochemical, absorbance, HTS, human. Caspase-7 (Homo sapiens), P55210. recombinant procaspase-7, Ac-DEVD-pNA absorbance 405 nm; D23A/D198A/D206A triple mutant, cannot self-cleave; scale: DMSO 0, 5 µM enzyme 100. activation, % at 8.5 µM. 330,000 tested, 0.093% active;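 active = percent activation above the screen-wide mean plus 3 SD, cut at about 25% in these data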
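Assay system: Uncleavable procaspase-7 mutant enzyme; Input: 2 µM procaspase-7 mutant as dispensed; Also added: DEVD-pNA substrate; Medium: Zinc-free HEPES pH 7.4 with 300 mM NaCl, 0.01% Triton X-100; Timing: 1 h compound preincubation, 2 h substrate cleavage, 25 °C; Measured by: Epi-absorbance of released pNA at 405 nm, two timepoints.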
RPL19A-GFP yeast: RPL19A-GFP expression modulators in yeast, primary screen, cell-based, S. cerevisiae, multiplex flow cytometry, MLPCN | percent response vs DMSO, % at 10 µM | AID 2025, 2009 | S. cerevisiae RPL19A-GFP strain, 3 h; hits give low values | 330,000 tested, 0.3% active;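 active = percent response vs DMSO below 50%; inconclusive = fewer than 70 events counted for the yeast strain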;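 also: median channel GFP fluorescence of the barcoded RPL19A-GFP strain; ratio of sample median GFP to plate DMSO average so 100% = DMSO; lower means less RPL19A-GFP as with rapamycin TOR inhibition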
ZTA DNA inh: counter-screen for EBNA-1 inhibitors: inhibitors of Epstein-Barr virus ZTA; P03206; inhibition, % at 11 µM; ZTA-DNA binding, fluorescence polarization; AID 2234; 320,000 tested, 0.15% active; in the data active = inhibition above about 33%
EBNA-1 inhibitor: EBNA-1 DNA-binding inhibitors, primary screen, biochemical, fluorescence polarization. inhibition, % at 14.8 µM. 300,000 tested, 0.34% active; in the data active = inhibition above about 28%
MEP2 TOR yeast: modulators of MEP2-GFP levels in yeast, primary screen, S. cerevisiae, multiplex flow cytometry, MLPCN library; S. cerevisiae MEP2-GFP strain, 3 h; 100% = DMSO control level; GFP response vs DMSO, % at 10 µM; 330,000 tested, 0.51% active; AID 2016, 2009;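 active = GFP response versus DMSO above a set limit, roughly screen mean plus 3 SD, cut at about 180% in these data; inconclusive = fewer than 70 cells counted for a yeast strain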;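 also: median GFP fluorescence of the barcode-gated MEP2-GFP cells per well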
AHR activator: AHR activators, primary screen, cell-based, luminescence, luciferase reporter, human. AHR-responsive luciferase reporter cells. Aryl hydrocarbon receptor (Homo sapiens), P35869. activation, % at 5 µM. AID 2796, 2010. 320,000 tested, 2.5% active; in the data active = activation above about 47%;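 also: 0% = vehicle wells and 100% = reference agonist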
Numbers without * were called inactive; ? = inconclusive; / = not tested or not shown; [ ] = another dose, or the depositor's remark.

entry | molecule | procasp3 activ | LAP4 TOR yeast | procasp7 counter | RPL19A-GFP yeast
1 | CC(=O)N1CCN=C1SCc1cccc(C(F)(F)F)c1 | 0 | / | 3 | 92
2 | CC(C)Cn1c(N)c(C(=O)CSc2ccccc2)c(=O)n(C)c1=O | -15 | 96 | -5 | 97
3 | O=C1C=C(c2ccccc2)OC2(CCCC2)O1 | 5 | 108 | -6 | 99
4 | N#CCOc1ccc2oc(-c3ccco3)cc(=O)c2c1 | 1 | 92 | 2 | 97
5 | CC(C)CN1CCCC(N2CCN(c3cccc(Cl)c3)CC2)C1 (stereo not given) | 1 | 90 | -13 | 101
6 | c1ccc(-c2csc3ncn4nnnc4c23)cc1 | -6 | ? | -14 | ?
7 | COc1ccc(C(=O)CN2Cc3ccccc3C2=N)cc1 | -1 | 101 | -2 | 101
8 | COc1ccc(CNC(=O)N2CCc3ccccc3C2)cc1 | -4 | 92 | 0 | 91
9 | CC1Cc2ccccc2N1C(=O)CN1C(=O)NC(C)(CCc2ccccc2)C1=O (stereo not given) | -7 | 91 | -5 | 116
10 | Cc1c(C)c2ccc(OCC(=O)N3CCC(C(=O)O)CC3)cc2oc1=O | 10 | 105 | -2 | 101
11 | CCN(CC)S(=O)(=O)c1ccc(Cl)c(C(=O)NC)c1 | -8 | 99 | 0 | 102
12 | O=C(Nc1nc(-c2ccccc2)cs1)C1CCCCN1S(=O)(=O)c1ccccc1 (stereo not given) | -1 | 110 | -5 | 94

entry | ZTA DNA inh | EBNA-1 inhibitor | MEP2 TOR yeast | AHR activator
1 | 10 | -2 | 88 | 6
2 | -6 | -10 | 97 | 0
3 | 14 | -5 | 107 | -5
4 | -9 | 1 | 99 | -1
5 | 0 | 3 | 106 | 1
6 | 7 | 7 | 84[may fluoresce red and violet] | 10
7 | -5 | -2 | 103 | 25
8 | 1 | 1 | 104 | -1
9 | -9 | -9 | 111 | 13
10 | 5 | 2 | 116 | -1
11 | 10 | -6 | 104 | 1
12 | -11 | 5 | 95 | 41

New compounds follow:
entry | molecule | procasp3 activ | LAP4 TOR yeast | procasp7 counter | RPL19A-GFP yeast
13 | Cc1noc(C)c1COc1ncnc2ccccc12 | -1 | 88 | 7 | 100
14 | COc1ccc(-c2sc3ccccc3c2C#CC2(O)CCCCC2)cc1 | -3 | 111 | 2 | 94
15 | Cc1cccc2cc(-c3nc4ccc(C(=O)O)cc4[nH]3)c(=O)oc12 | 1 | / | 9 | 91
16 | CCn1c(SC/C=C/c2ccccc2)nnc1-c1cnccn1 | 0 | 94 | -5 | 100
17 | CC(OC(=O)c1ccc(=O)n(Cc2ccccc2)n1)C(=O)Nc1cccc(Cl)c1 (stereo not given) | 6 | 114 | -5 | 97
18 | O=[N+]([O-])c1ccc(-n2nnnc2CN2CCOCC2)cc1 | 1 | 92 | 16 | 89
19 | Oc1csc(Cc2nc(-c3ccc(-c4ccccc4)cc3)cs2)n1 | -3 | 102 | 9 | 97
20 | COc1ccc(C)cc1NC(=O)C(OC(=O)c1ccc([N+](=O)[O-])o1)c1ccccc1 (stereo not given) | -3 | 90 | -1 | 97
21 | CCCN(CCC)C(=S)NC(=O)c1ccc(Cl)cc1Cl | -16 | 110 | 5 | 94
22 | Cc1ccc(OC(=O)c2ccc(Br)o2)cc1 | -1 | 94 | 18 | 98
23 | O=C(CCCOc1ccc(Cl)cc1Cl)NCCc1nnc2ccccn12 | 7 | 93 | 11 | 98
24 | COc1cccc(C(=O)N2N=C(c3ccccc3)CC2(O)C(F)(F)F)c1 (stereo not given) | 7 | 78 | -2 | 94

entry | ZTA DNA inh | EBNA-1 inhibitor | MEP2 TOR yeast | AHR activator
13 | 8 | -3 | 86 | -1
14 | -2 | -8 | 89 | 13
15 | 10 | 8 | 90 | 3
16 | 14 | 7 | 91 | 1
17 | 10 | -2 | 100 | -1
18 | -6 | 2 | 93 | 0
19 | 12 | -4 | 100 | 65*
20 | 8 | -8 | 93 | 47*
21 | -5 | 11 | 92 | -2
22 | -11 | 10 | 102 | -1
23 | 2 | -6 | 104 | 3
24 | 3 | 3 | 83 | 12

Of the compounds above, these have a COOH group.
entry | molecule | procasp3 activ | LAP4 TOR yeast | procasp7 counter | RPL19A-GFP yeast
10 | Cc1c(C)c2ccc(OCC(=O)N3CCC(C(=O)O)CC3)cc2oc1=O | 10 | 105 | -2 | 101
15 | Cc1cccc2cc(-c3nc4ccc(C(=O)O)cc4[nH]3)c(=O)oc12 | 1 | / | 9 | 91

entry | ZTA DNA inh | EBNA-1 inhibitor | MEP2 TOR yeast | AHR activator
10 | 5 | 2 | 116 | -1
15 | 10 | 8 | 90 | 3

The list goes on:
entry | molecule | procasp3 activ | LAP4 TOR yeast | procasp7 counter | RPL19A-GFP yeast
25 | Cc1cc(NC(=O)CSc2nnc(-c3ccncc3)n2Cc2ccccc2)n(-c2ccccc2)n1 | -4 | 111 | 7 | 92
26 | C1CN(c2nc3nonc3nc2N2CCSCC2)CCO1 | -1 | 99 | -1 | 100
27 | COc1ccc(-c2c(C#N)c(SCc3c(C)noc3C)nc3c2C(=O)CC(C)(C)C3)cc1 | -2 | 103 | -4 | 101
28 | O=C(NCc1n[nH]c(=S)n1-c1cccc(C(F)(F)F)c1)c1ccco1 | -5 | 92 | -12 | 105
29 | CC(C)(C)n1nc(-c2ccc(F)cc2)c2c(N)ncnc21 | -2 | 178* | 8 | 48*
30 | CCN1CCCc2cc(CN(CCN3CCOCC3)C(=S)Nc3cccc(OC)c3)ccc21 | -8 | 97 | -26 | 93
31 | CN1CCN(S(=O)(=O)c2ccc(NC(=O)Nc3cccc(Cl)c3)cc2)CC1 | -6 | 87 | 14 | 90
32 | CCc1ccc(NC(=O)C(C)Sc2ccc(S(=O)(=O)N3CCN(C)CC3)cn2)cc1 (stereo not given) | 5 | 95 | 1 | 94
33 | Cc1ccccc1CO/N=C/c1[nH]ncc1Br | -1 | 118 | 3 | 96
34 | Cc1nn(Cc2cccc(C(=O)Nn3cc([N+](=O)[O-])cn3)c2)c(C)c1[N+](=O)[O-] | 0 | 114 | 4 | 116
35 | CN(c1ccc(C(=O)NCc2ccccc2)cc1)S(C)(=O)=O | 9 | 100 | -3 | 107
36 | [O-][N+]1=C2CCC/C(=N\O)C2=NC12CCCCC2 | 7 | 96 | 1 | 97

entry | ZTA DNA inh | EBNA-1 inhibitor | MEP2 TOR yeast | AHR activator
25 | -9 | -14 | 98 | 0
26 | -6 | 11 | 96 | 2
27 | 0 | -7 | 101 | 2
28 | -14 | -23 | 103 | 3
29 | -15 | -3 | 105 | -1
30 | -5 | -1 | 98 | 5
31 | -3 | -18 | 95 | 6
32 | 4 | / | 96 | 2
33 | 10 | 1 | 99 | -1
34 | -15 | 0 | 123 | 1
35 | -4 | 7 | 109 | 0
36 | -13 | 4 | 98 | -2

Part of the list above in another layout.
| item | SMILES | procasp3 activ | LAP4 TOR yeast | procasp7 counter | RPL19A-GFP yeast | ZTA DNA inh | EBNA-1 inhibitor | MEP2 TOR yeast | AHR activator |
| --- | --- | --- | --- | --- | --- | --- | --- | --- | --- |
| 34 | Cc1nn(Cc2cccc(C(=O)Nn3cc([N+](=O)[O-])cn3)c2)c(C)c1[N+](=O)[O-] | 0 | 114 | 4 | 116 | -15 | 0 | 123 | 1 |
| 35 | CN(c1ccc(C(=O)NCc2ccccc2)cc1)S(C)(=O)=O | 9 | 100 | -3 | 107 | -4 | 7 | 109 | 0 |
| 36 | [O-][N+]1=C2CCC/C(=N\O)C2=NC12CCCCC2 | 7 | 96 | 1 | 97 | -13 | 4 | 98 | -2 |

Further results follow:
entry | molecule | procasp3 activ | LAP4 TOR yeast | procasp7 counter | RPL19A-GFP yeast
37 | CC1CCCN(c2nc3c(c(=O)[nH]c(=O)n3C)n2CCCc2ccccc2)C1 (stereo not given) | -1 | 104 | 0 | 102
38 | CCN1CCN(c2cc3c(nn2)Oc2ccccc2N3C)CC1 | -5 | 101 | 15 | 103
39 | Cc1ccc2nc(CSc3nc(C)cc(C)c3C#N)[nH]c2c1 | 69* | 104 | 7 | 94
40 | COP(=O)(OC)c1nc(-c2cccc3ccccc23)oc1N1CCCCC1 | 4 | 107 | 9 | 100
41 | CC(C)C(NC(=O)c1ccccc1)c1nnc(SCC(=O)Nc2nccs2)n1C (stereo not given) | 4 | 104 | 0 | 96
42 | Cc1ccc(-n2nc3cc(Cl)c(NC(=O)c4ccco4)cc3n2)cc1 | -7 | 102 | 0 | 100
43 | Cc1ccc(/C=N/NC(=O)c2nnn(-c3nonc3N)c2-c2ccc3c(c2)OCO3)s1 | -11 | 87 | -4 | 98
44 | CC(=O)Oc1ccc(C(=O)[C@H]2[C@H]3C(=O)N(c4ccc(C)cc4C)C(=O)[C@H]3[C@@H]3C=CC=NN32)cc1 | 3 | 98 | 2 | 93
45 | COc1ccc(C(=O)NN2CC(O)=C(c3nc4ccccc4n3C)C2=N)cc1OC | -12 | 83 | 6 | 101
46 | COc1cccc(NC(=O)CN(C)C(=O)c2cccc(S(=O)(=O)N3CCN(c4ccc(F)cc4)CC3)c2)c1 | 1 | 91 | 0 | 88
47 | CS(=O)(=O)N1CCc2cc(C(=O)Nc3ccc(Cl)cc3)ccc21 | 8 | 99 | -10 | 101
48 | Cc1ccc(NS(=O)(=O)c2c(F)cc(F)c(Cl)c2F)cc1S(=O)(=O)N1CCOCC1 | -3 | 96 | 9 | 94

entry | ZTA DNA inh | EBNA-1 inhibitor | MEP2 TOR yeast | AHR activator
37 | 4 | 3 | 99 | 1
38 | -5 | -6 | 101 | -3
39 | 2 | 6 | 99 | -8
40 | 10 | 6 | 92 | 1
41 | -16 | 0 | 109 | 8
42 | 7 | -10 | 93 | 12
43 | 9 | -2 | 95 | 5
44 | -9 | -5 | 96 | 4
45 | -2 | 5 | 100 | 0
46 | -10 | -23 | 91 | 1
47 | -16 | 0 | 96 | -2
48 | / | / | 93 | -1

(next part)
entry | molecule | procasp3 activ | LAP4 TOR yeast | procasp7 counter | RPL19A-GFP yeast
49 | Cc1c(CC(=O)O)c(=O)oc2c(C)c(OCc3ccc(F)cc3Cl)ccc12 | 3 | 113 | -5 | 99
50 | NC(=O)CSc1nnc(-c2ccc(S(=O)(=O)N3CCCC3)cc2)n1CC1CCCO1 (stereo not given) | -4 | 96 | 2 | 96
51 | C=CCn1c(C)cc(C(=O)COc2ncnc3sccc23)c1C | 7 | 89 | -3 | 98
52 | O=C(CCn1c(=O)oc2ccccc21)N1CCOCC1 | -1 | 89 | 6 | 97
53 | COC(=O)/C=C(\C)N=Nc1c(O)[nH]c2ccccc12 | 5 | 112 | -4 | 96
54 | CN1CCN(Cc2coc3c(Cl)cc(Cl)cc3c2=O)CC1 | 2 | 98 | -8 | 110
55 | Cn1c(SCC(=O)N/N=C/c2cc([N+](=O)[O-])ccc2O)nnc1-c1ccccc1 | 5 | 99 | 1 | 99

entry | ZTA DNA inh | EBNA-1 inhibitor | MEP2 TOR yeast | AHR activator
49 | -2 | 6 | 102 | 1
50 | -19 | -4 | 97 | 0
51 | 6 | -2 | 97 | 6
52 | 2 | -5 | 96 | 0
53 | 13 | 9 | 105 | 31
54 | -7 | 3 | 112 | 2
55 | -5 | -6 | 105 | 0
